AddAB inh: less growth of phage-infected E. coli with AddAB; E. coli expressing H. pylori AddAB, absorbance growth; inhibition, % at 11.9 µM; 0.29% of 330,000 active; AID 435030; in the data active = inhibition above about 12%;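 also: 0% = vehicle wells of infected cells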
Tat transport: blocks Tat-dependent protein export in E. coli. 0.036% of 340,000 active. inhibition, % at 10 µM. E. coli MC4100 TorA-mCherry Tat export, fluorescence. AID 488895;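 active = mean replicate inhibition at least 50% and at least half of replicates individually reaching 50%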;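 also: exported cargo escapes ClpAP degradation while cytoplasmic cargo is degraded and loses fluorescence; 0% = median of neutral control wells and 100% = median of NaSCN control wells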
phage Ecoli inh: E. coli growth loss with phage present. growth absorbance. inhibition, % at 11.9 µM. 0.26% of 360,000 active; in the data active = inhibition above about 11%
CAL PDZ FP-1: inhibitors of human CAL PDZ peptide binding; inhibition, % at 20 µM; 0.02% of 330,000 active; AID 504414; Q9HD26; purified CAL PDZ, TMR-peptide fluorescence polarization, 1 h;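 active = highest replicate inhibition of at least 40%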;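 also: plate controls were DMSO neutral control wells for no effect and unlabeled competitor peptide control wells for full effect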
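Material: tagged CAL PDZ domain; buffer or medium: 25 mM sodium phosphate pH 7.4, 150 mM NaCl, TCEP, IgG, Thesit; compound dosing: single point, 20 µM; schedule: 1 h incubation at room temperature before polarization reading; measured by: FP readout, S and P plane fluorescence; read-out basis: percent inhibition from loss of millipolarization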
Wnt act: activates Wnt/beta-catenin signaling in a reporter cell assay. activator, plate reader. activation, % at 9.35 µM. 1.2% of 300,000 active; in the data active = activation above about 30%, passing the limit was not always enough;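 also: 0% = neutral control wells and 100% = positive control wells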
MITF act: activators of MITF-driven TRPM1 promoter activity in SK-MEL-5 cells. SK-MEL-5 TRPM1-promoter luciferase, 24 h; % of positive control, neutral wells = 0. activation, % at 12.5 µM. 0.75% of 300,000 active;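 active = mean activation of at least 80% with every replicate also reaching 80%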;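 also: 0% = neutral control wells and 100% = parthenolide positive control wells; values of inactives mirror those of a sister screen read the other way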
Ecoli viability: reduces bacterial viability in AddAB counter-screen; E. coli V3065 growth, OD600 absorbance, 18 h; inhibition, % at 11.9 µM; 0.27% of 330,000 active;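 active = inhibition above the campaign's mean inhibition across all tested compounds plus 3 SD, cut at about 9.9% in these data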;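 also: uninfected addAB+ strain grown without phage in ampicillin broth; 0% = DMSO wells and 100% = ciprofloxacin 0.95 µg/ml wells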
SR-BI DiI-HDL act: activators of SR-BI mediated HDL lipid uptake; CHO ldlA[mSR-BI] cells, DiI-HDL uptake fluorescence, 3 h; 100 = double the neutral-control signal; activation, % at 12.5 µM; 0.096% of 320,000 active; AID 504775;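 active = mean replicate activation of at least 60% and every replicate at or above 60%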;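 also: 0% = median plate neutral-control signal and 100% = twice that signal; values of inactives mirror those of a sister screen read the other way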
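Material: SR-BI-overexpressing, LDLR-lacking CHO cells; schedule: compound exposure 3 h, 37 °C; reagent: DiI-labelled HDL at 10 µg/mL final; technique: bottom-read fluorescence, 550/595 nm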
SR-BI DiI inh: mouse SR-BI HDL lipid transfer inhibition; Q61009; ldlA[mSR-BI] CHO cells, DiI-HDL uptake fluorescence, 3 h; inhibition, % at 12.5 µM; 0.96% of 320,000 active;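 active = mean replicate inhibition of at least 70% and a set share of replicates each scoring 70 or more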;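 also: 0% = median of neutral control wells and 100% = median of positive control wells; values of inactives mirror those of a sister screen read the other way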
Target sequence (Q61009 whole entry, looked up): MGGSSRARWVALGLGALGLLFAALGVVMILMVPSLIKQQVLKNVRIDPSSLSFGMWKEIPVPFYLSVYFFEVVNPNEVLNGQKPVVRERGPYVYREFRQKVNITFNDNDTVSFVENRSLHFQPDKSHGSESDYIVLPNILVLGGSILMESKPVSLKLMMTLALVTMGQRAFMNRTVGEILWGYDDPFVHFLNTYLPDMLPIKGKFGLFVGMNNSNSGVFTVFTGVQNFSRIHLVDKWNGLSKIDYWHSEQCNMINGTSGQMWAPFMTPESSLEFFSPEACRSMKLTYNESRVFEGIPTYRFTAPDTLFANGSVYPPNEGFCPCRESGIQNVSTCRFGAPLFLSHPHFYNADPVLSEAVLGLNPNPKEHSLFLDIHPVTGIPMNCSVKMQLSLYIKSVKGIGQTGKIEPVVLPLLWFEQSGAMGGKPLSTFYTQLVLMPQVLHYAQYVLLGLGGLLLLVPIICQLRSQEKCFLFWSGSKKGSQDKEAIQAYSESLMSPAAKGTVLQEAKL
CAL PDZ FP-2: blocks peptide binding to the human CAL PDZ domain | Q9HD26 | purified CAL PDZ, TMR-peptide fluorescence polarization, 1 h | inhibition, % at 24.9 µM | 0.92% of 300,000 active | AID 602252;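 active = mean inhibition of at least 30% with at least half of replicates also reaching 30%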;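 also: 0% = DMSO neutral control and 100% = excess unlabeled competitor peptide PRC23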
Numbers without * were called inactive; nt = not tested or not shown.

SMILES	AddAB inh	Tat transport	phage Ecoli inh	CAL PDZ FP-1	Wnt act	MITF act	Ecoli viability	SR-BI DiI-HDL act	SR-BI DiI inh	CAL PDZ FP-2
CC(C)(C)Nc1nc(SCC(=O)Nc2ccccc2)nc(N2CCOCC2)n1	1.4	6.5	-0.9	-2.3	0.1	-8.8	1.9	-50.9	50.9	0.0
COCCN1CC(C(=O)NCc2ccccc2-n2ccnc2C)CCC1=O (centres undefined)	-0.8	8.1	-0.6	-1.5	-1.9	6.0	0.1	12.8	-12.8	-1.0
O=C(NNC(=S)NC(=O)c1cccnc1)c1ccccc1	-7.0	-9.3	-3.9	-0.5	1.4	nt	-4.1	12.3	-12.3	6.4
CCOc1ccc(CNc2ccc(N3CCN(Cc4ccccc4)CC3)cc2)cc1	1.0	-6.5	2.7	0.6	-1.5	-8.3	1.1	-10.4	10.4	-3.1
CCN(CC)S(=O)(=O)c1ccc(Cl)c(C(=O)NC2CCCC2)c1	-0.5	3.1	3.0	0.2	nt	-15.4	1.5	-0.5	0.5	-2.3
Cc1cccc(CCNC(=O)c2cc(S(=O)(=O)N3CCOCC3)cn2C)c1	2.4	-3.8	1.7	0.2	-0.5	nt	-0.1	-2.5	2.5	-3.3
CC1CC1c1ccc(/C=C(\C#N)C(=O)Nc2ccccc2Cl)o1 (centres undefined)	4.0	6.0	2.8	-1.4	0.5	27.3	-1.3	5.5	-5.5	-2.3
COC(=O)[C@H](Cc1ccccc1)NC(=O)NCc1ccc(C)cc1	1.0	nt	1.3	nt	51.2*	nt	-0.6	nt	nt	nt
CCN1CCN(C(=O)c2ccc3c(=O)n(Cc4ccccc4OC)c(=S)[nH]c3c2)CC1	1.4	0.8	0.8	-2.8	nt	0.9	-2.9	-10.4	10.4	nt
CCCCC(=O)Nc1cc2nn(-c3ccc(OC)cc3)nc2cc1C	2.3	5.2	1.0	-1.5	-0.4	52.7	-1.1	-41.5	41.5	-4.4
COC(=O)c1ccc(OC(=O)CN2C(=O)c3ccccc3C2=O)cc1	-0.3	-11.2	-1.2	-0.9	-0.2	nt	-0.3	nt	nt	nt
CCC(C)NC(=O)c1cc(-c2ccc(OC)cc2)on1 (centres undefined)	1.0	-2.2	3.1	-0.6	nt	101.4*	1.7	-12.2	12.2	nt

Single records, from the list above. Screens in order: AddAB inh, Tat transport, phage Ecoli inh, CAL PDZ FP-1, Wnt act, MITF act, Ecoli viability, SR-BI DiI-HDL act, SR-BI DiI inh, CAL PDZ FP-2
`COC(=O)c1ccc(OC(=O)CN2C(=O)c3ccccc3C2=O)cc1` across the screens: -0.3, -11.2, -1.2, -0.9, -0.2, nt, -0.3, nt, nt, nt
`CCCCC(=O)Nc1cc2nn(-c3ccc(OC)cc3)nc2cc1C` across the screens: 2.3, 5.2, 1.0, -1.5, -0.4, 52.7, -1.1, -41.5, 41.5, -4.4

More results follow.
SMILES	AddAB inh	Tat transport	phage Ecoli inh	CAL PDZ FP-1	Wnt act	MITF act	Ecoli viability	SR-BI DiI-HDL act	SR-BI DiI inh	CAL PDZ FP-2
Cc1cc(C)c(S(=O)(=O)N2CCN(S(=O)(=O)N3CCOCC3)CC2)c(C)c1	0.6	-10.2	0.8	-3.1	-4.9	0.9	-2.7	8.8	-8.8	0.9
Cc1nc(SCc2cccc(F)c2)c2oc3ccccc3c2n1	-0.7	1.4	-1.8	-1.0	-1.9	nt	-0.7	2.7	-2.7	-0.1
CCCn1nc(C(=O)NCc2ccc3c(c2)OCO3)c2ccccc2c1=O	2.4	10.3	3.5	-3.5	-0.7	1.7	1.9	5.3	-5.3	-2.7
O=C(Nc1cnccn1)Nc1ccccc1F	-0.2	-12.2	2.6	-1.0	3.5	17.7	0.4	14.1	-14.1	51.7*
Cc1ccc(-c2nc3sc4c(c3c(=O)n2N)CCCC4)cc1	0.1	-5.5	0.9	-2.0	nt	70.4	-2.2	-12.6	12.6	-3.5
c1nc(N2CCC3(CC2)OCCO3)c2[nH]cnc2n1	2.6	1.3	2.8	-1.2	nt	-3.6	-0.5	23.5	-23.5	-1.9
CC1(C)CC(=O)C(C=Nc2ccc(NC3=C(C#N)C(=O)CC(C)(C)C3)cc2)=C(O)C1	1.2	10.4	1.9	-0.4	6.1	-7.3	0.9	-4.2	4.2	5.8
Cc1cccc(C)c1NC(=S)N=Nc1c(O)n(C)c2ccc(S(=O)(=O)N3CCOCC3)cc12	2.9	-2.8	2.7	-0.6	nt	-28.8	0.7	-2.3	2.3	-3.3
Cc1nn(C)c(Cl)c1CN1CCC(CO)(CC2CCCCO2)CC1 (centres undefined)	2.8	-3.0	3.0	0.3	-1.8	3.0	1.1	-5.6	5.6	1.6
O=C(O)CC1(CC(=O)NCc2ccc(C(F)(F)F)cc2)CCCCC1	5.7	-11.0	1.8	-0.1	0.3	1.6	0.5	14.2	-14.2	nt
Cc1c(NC2=C(Cl)C(=O)N(c3ccccc3)C2=O)c(=O)n(-c2ccccc2)n1C	2.2	-8.0	-1.9	-0.7	7.2	-11.1	-3.0	43.4	-43.4	-3.6
COc1ccc(/C=C(\C#N)C(=O)NC(C)c2ccccc2)cc1O (centres undefined)	3.3	-1.1	-0.6	-0.9	-1.1	11.4	1.1	5.2	-5.2	-4.9
COc1ccc(-c2nnc(SC)nc2-c2ccc(OC)c([N+](=O)[O-])c2)cc1[N+](=O)[O-]	4.5	5.6	1.7	-4.5	1.9	nt	1.5	nt	nt	-0.8
N#Cc1c(/N=C/C=C/c2ccccc2)sc2c1CCCC2	2.0	-3.0	2.9	nt	1.6	28.6	-1.3	25.2	-25.2	-3.6
CC(C)CC(CC(C)C)=NNC(=O)c1ccc2c(c1)OCO2	-1.2	0.9	1.1	0.3	2.3	-2.2	0.6	nt	nt	10.7
O=C(Cn1cnc(S(=O)(=O)N2CCCC2)c1)Nc1ccc(OC(F)(F)F)cc1	2.9	-0.9	3.5	-0.1	-1.9	-16.4	0.6	1.6	-1.6	-1.9
Cc1cccc(CN2C(=O)c3ccccc3Sc3ccc(C(=O)NCCN4CCOCC4)cc32)c1	0.1	4.2	2.7	-2.2	-3.4	3.0	0.8	-6.2	6.2	2.3
CN1C[C@@H]2C[C@@H](c3cccn3-c3nccs3)N3CCC[C@@]23C1=O	-1.6	3.7	1.9	-0.7	0.0	-10.1	1.4	-3.6	3.6	4.2
Cc1ccc(CSc2nnc(-c3cccc(S(=O)(=O)N4CCOCC4)c3)n2C2CCCC2)cc1	1.1	18.3	1.2	-0.9	6.4	0.0	3.2	-29.0	29.0	-1.0
Cc1ccc(-c2csc(=Nc3cccnc3)n2CCCN2CCCC2=O)cc1C	1.1	-2.0	-1.4	-1.4	1.3	-17.7	2.0	74.3*	-74.3	1.4
COc1ccc(NC(=O)c2c(F)cccc2F)cc1S(=O)(=O)Nc1ccc(Br)cc1	0.3	-2.6	1.5	-2.6	-4.1	0.8	0.2	12.3	-12.3	-2.1
COc1ccc(C(=O)Nc2nc(N)n(-c3ccccc3)n2)cc1OC	-0.8	-2.6	2.1	-3.5	-2.4	-1.4	-1.2	5.5	-5.5	22.7
COC(=O)C1(CCSC)NC(c2ccc(O)cc2)C2C(=O)N(c3ccc(F)cc3)C(=O)C21 (centres undefined)	2.7	-3.2	1.4	-0.3	7.1	-4.3	3.8	-7.0	7.0	-3.9
O=C(O)C(CCCCN1C(=O)C2C3C=CC(C3)C2C1=O)N1C(=O)C2C3C=CC(C3)C2C1=O (centres undefined)	3.8	2.2	1.9	0.0	nt	3.1	-0.6	17.6	-17.6	nt

Structural class: the compounds so far containing a thiophene ring, fused or not.
SMILES	AddAB inh	Tat transport	phage Ecoli inh	CAL PDZ FP-1	Wnt act	MITF act	Ecoli viability	SR-BI DiI-HDL act	SR-BI DiI inh	CAL PDZ FP-2
Cc1ccc(-c2nc3sc4c(c3c(=O)n2N)CCCC4)cc1	0.1	-5.5	0.9	-2.0	nt	70.4	-2.2	-12.6	12.6	-3.5
N#Cc1c(/N=C/C=C/c2ccccc2)sc2c1CCCC2	2.0	-3.0	2.9	nt	1.6	28.6	-1.3	25.2	-25.2	-3.6

Ordered by SMILES length (lowest first): 4 of the compounds above.
SMILES	AddAB inh	Tat transport	phage Ecoli inh	CAL PDZ FP-1	Wnt act	MITF act	Ecoli viability	SR-BI DiI-HDL act	SR-BI DiI inh	CAL PDZ FP-2
CC(C)CC(CC(C)C)=NNC(=O)c1ccc2c(c1)OCO2	-1.2	0.9	1.1	0.3	2.3	-2.2	0.6	nt	nt	10.7
COc1ccc(C(=O)Nc2nc(N)n(-c3ccccc3)n2)cc1OC	-0.8	-2.6	2.1	-3.5	-2.4	-1.4	-1.2	5.5	-5.5	22.7
COC(=O)C1(CCSC)NC(c2ccc(O)cc2)C2C(=O)N(c3ccc(F)cc3)C(=O)C21 (centres undefined)	2.7	-3.2	1.4	-0.3	7.1	-4.3	3.8	-7.0	7.0	-3.9
COc1ccc(-c2nnc(SC)nc2-c2ccc(OC)c([N+](=O)[O-])c2)cc1[N+](=O)[O-]	4.5	5.6	1.7	-4.5	1.9	nt	1.5	nt	nt	-0.8

New compounds follow.
SMILES	AddAB inh	Tat transport	phage Ecoli inh	CAL PDZ FP-1	Wnt act	MITF act	Ecoli viability	SR-BI DiI-HDL act	SR-BI DiI inh	CAL PDZ FP-2
O=C(C1CC=CCC1)N1CCN(C(=O)C2CC=CCC2)CC1 (centres undefined)	-1.7	12.2	2.0	-0.4	nt	nt	-2.2	12.0	-12.0	nt
CCc1ncc(C(O)c2cccc(OC)c2OC)n1C (centres undefined)	-0.3	5.0	3.9	-1.2	-1.4	2.3	-0.2	35.3	-35.3	-2.2
CN(C)N1C(N)=C(C#N)C(c2ccc3c(c2)OCO3)C2=C1CCCC2=O (centres undefined)	-1.5	-6.0	3.7	0.4	0.5	7.0	-0.6	21.8	-21.8	-8.6
O=C(Cc1ccccc1)NNC(=O)c1ccccc1C(=O)O	0.7	-2.1	4.4	-2.9	10.4	4.0	3.0	-5.6	5.6	-3.3
CC(CC(=O)Nc1cc(S(=O)(=O)N2CCOCC2)ccc1OCC(F)(F)F)c1ccccc1 (centres undefined)	-0.9	-8.2	7.5	-1.0	-1.9	-0.9	1.1	23.9	-24.0	-0.7
O=C1CC(N2CCN(c3ccccc3F)CC2)C(=O)N1c1ccc(F)cc1 (centres undefined)	-0.8	3.1	2.6	-0.6	nt	-5.7	0.4	15.2	-15.2	-5.5
CN(CC(=O)Nc1cccc(F)c1)C(=O)/C=C/c1cc(Br)ccc1OC(F)F	-3.1	8.4	1.4	-3.5	-2.9	-9.3	0.8	-31.0	31.0	-1.4
O=C(Oc1cccc2cccnc12)c1cccc(N2C(=O)C3C4CCC(C4)C3C2=O)c1 (centres undefined)	1.0	nt	1.3	nt	1.0	nt	-1.5	nt	nt	nt
CCOC(CNC(=O)c1cccn2c(=O)c3cc(Cl)ccc3nc12)OCC	0.8	7.5	-0.4	-2.2	nt	-9.8	-1.4	-7.1	7.1	-1.0

Assay outcomes from PubChem.
